# Screens (PubChem)
# TEAD-YAP block: TEAD-YAP interaction inhibition, primary screen, TEAD-YAP interaction inhibitor project, luminescence, HEK-TIYL cells. TEAD-Gal4/YAP UAS-luciferase luminescence. inhibition, % at 9.12 µM. actives 1.4% (n = 640,000). AID 1259422, 2018; in the data active means inhibition above about 32%;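 further: 0% = median of test compound wells and 100% = reference inhibitor wells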
# FBW7 act: FBW7 E3 ligase activators, primary screen, biochemical, AlphaScreen, human; actives 0.13% (n = 650,000); AlphaScreen FBW7–phospho-cyclin E peptide binding, activator screen; normalized activity (activation), % at 26.1 µM; F-box/WD repeat-containing protein 7 (Homo sapiens), Q969H0; in the data active means normalized activity above about 1.9%;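 further: purified mutant Fbw7 with reduced substrate affinity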
# GPR151 activ: activators of human GPR151, primary screen, cell-based, PathHunter beta-arrestin, luminescence | PathHunter beta-arrestin GPR151 cells | activation, % at 11.2 µM | actives 1% (n = 650,000) | AID 1508602, 2020; in the data active means activation above about 4.9%;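 further: 0% = median of compound wells and 100% = cells with positive control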
# Target sequence (Q8TDV0 whole entry, looked up): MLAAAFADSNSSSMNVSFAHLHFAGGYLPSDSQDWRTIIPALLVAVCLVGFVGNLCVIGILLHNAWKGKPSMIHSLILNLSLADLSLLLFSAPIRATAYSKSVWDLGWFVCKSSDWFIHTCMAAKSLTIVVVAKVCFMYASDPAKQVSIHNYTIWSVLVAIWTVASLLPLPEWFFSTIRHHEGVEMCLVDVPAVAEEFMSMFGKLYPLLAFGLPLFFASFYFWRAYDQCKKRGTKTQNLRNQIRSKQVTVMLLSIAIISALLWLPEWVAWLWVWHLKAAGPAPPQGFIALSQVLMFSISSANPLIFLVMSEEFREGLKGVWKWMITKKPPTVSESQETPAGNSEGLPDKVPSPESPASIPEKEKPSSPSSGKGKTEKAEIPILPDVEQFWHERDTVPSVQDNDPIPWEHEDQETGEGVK
# MITF primary: MITF inhibitors, primary screen, biochemical, AlphaScreen, human; AlphaScreen MITF homodimerization, bead proximity signal; inhibition, % at 2.6 µM; actives 0.91% (n = 650,000); AID 1259374, 2018; in the data active means inhibition above about 50%;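 further: 0% = vehicle wells with protein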
# Target sequence (O75030 whole entry, looked up): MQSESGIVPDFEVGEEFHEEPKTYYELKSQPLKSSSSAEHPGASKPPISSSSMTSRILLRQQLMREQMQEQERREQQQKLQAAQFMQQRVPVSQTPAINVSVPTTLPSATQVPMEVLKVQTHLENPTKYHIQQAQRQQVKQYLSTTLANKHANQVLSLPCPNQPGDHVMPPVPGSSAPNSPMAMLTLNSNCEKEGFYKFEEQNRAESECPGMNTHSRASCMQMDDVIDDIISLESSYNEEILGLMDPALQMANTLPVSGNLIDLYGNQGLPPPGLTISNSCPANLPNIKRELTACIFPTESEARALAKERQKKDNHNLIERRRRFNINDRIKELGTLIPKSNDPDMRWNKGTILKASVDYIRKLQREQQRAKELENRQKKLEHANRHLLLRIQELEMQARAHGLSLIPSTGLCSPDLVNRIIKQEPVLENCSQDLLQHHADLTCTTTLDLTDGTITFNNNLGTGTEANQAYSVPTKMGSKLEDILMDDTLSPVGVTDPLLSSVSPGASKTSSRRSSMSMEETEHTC
# * hit, by the source's call; . = no result given.
SMILES,TEAD-YAP block,FBW7 act,GPR151 activ,MITF primary
COc1ccc(-c2cc3nc4c(c(N5CCOCC5)n3n2)CCCC4)cc1,5,0.0,0.1,9
CCOc1cc(/C=C2/SC(=O)N(CC)C2=O)ccc1OC,3,0.1,1.1,3
CCCCn1nnc(NC(=S)NC(=O)c2cccs2)n1,-25,0.1,-1.1,-13
O=C(Nc1ccc([N+](=O)[O-])cn1)c1cc(Cl)ccc1Cl,7,-0.1,-0.3,3
CCCCC/C=C/C(=O)Nc1ccc(C(C)=O)cc1,-35,-0.1,0.6,-3
CN1CCN(C(=O)c2cccc(Nc3nc(-c4ccccc4)c4cc(Br)ccc4n3)c2)CC1,7,0.2,2.0,3
Cc1cnc(=O)[nH]c1SCC(=O)N1CCC(C)CC1,-3,-0.2,-2.3,0
CCN(CC)c1nc(NCCOc2ccccc2)nc(NCc2cccnc2)n1,-11,-0.1,0.1,13
CC1=C(NC(=S)NC(=O)CCC2CC(C)OC2=O)C(=O)N(c2ccccc2)C1C (stereo not drawn),5,-0.2,-0.3,-4
Cc1cccc(C)c1OC(=O)c1cccc(Cl)c1,-9,-0.1,-0.9,-7
Cc1ccc(C2C(=O)N(C3CCC(C)CC3)CC(=O)N2Cc2ccc3c(c2)OCO3)cc1 (stereo not drawn),-3,-0.1,-0.8,7
Cc1ccc2onc(CC(=O)NC(C)c3ccccc3)c2c1 (stereo not drawn),-9,0.0,-2.0,-1
O=C(NCc1cccnc1)/C(=C/c1cccc(F)c1)NC(=O)c1ccccc1Br,6,0.2,-0.6,-7
CN(C)C(=O)COc1ccc(S(=O)(=O)c2ccc(OCC(=O)N(C)C)cc2)cc1,0,0.0,-1.3,5
Cc1ccc(-c2cc(C(F)(F)F)n3nc(C(=O)N4CCN(c5ccccc5Cl)CC4)cc3n2)cc1,0,0.0,0.9,-3
COc1cccc(C(=O)COC(=O)CCC(=O)Nc2cccc([N+](=O)[O-])c2)c1,1,-0.1,-0.2,-12
COc1cccc(CN2C(=O)c3nccnc3C2=O)c1,-1,0.0,1.3,-5
CCOC(=O)CSc1nc2c(c(=O)n1-c1ccccc1)SCC2,1,0.0,0.2,6
O=C(Cn1c(=O)n(-c2ccccc2)c(=O)c2sccc21)NC1CCCCC1,-18,0.4,-0.6,12
CCOC(=O)c1sc(-c2ccccc2)cc1NC(=O)c1ccc(S(=O)(=O)N2CCCC2)cc1,-3,-0.1,-0.7,0
COc1cccc(CNC(C)C)c1OC,0,-0.1,0.4,11
C#C[C@]1(O)CCC2C3CCc4cc(OC)ccc4C3CC[C@@]21C (stereo partly drawn),-7,0.1,0.7,12
CCN(CC)c1ccc(C2C(C(=O)OCCOC(C)C)=C(C)NC3=C2C(=O)CCC3)cc1 (stereo not drawn),5,0.0,1.8,4
COc1cc(C(=O)NCCC(=O)NCc2ccc(C)cc2)cc(OC)c1OC,0,0.0,1.9,-10
COC(=O)C1=C(C)N=c2s/c(=C/c3ccc(OC)c(OC)c3)c(=O)n2C1c1ccccc1Cl (stereo not drawn),10,0.0,1.6,0
CSc1ccc(C2C(C#N)=C(N)Oc3c2c(=O)[nH]c2ccccc32)cc1 (stereo not drawn),6,-0.1,-0.1,-3
COc1ccc(N2CCN(c3nc(C)nc4sc5c(c34)CCCC5)CC2)cc1,11,1.0,4.3,16
CCOC(=O)c1c(NC(=O)Cc2ccccc2)sc(C(=O)N2CCCCC2)c1C,-4,0.1,-0.6,3
Nc1nnc(SCC(=O)N2CCc3ccccc3C2)s1,5,-0.1,0.2,-10
CCOC(=O)c1sc(NC(=O)c2onc(C)c2Cl)c(C(=O)OCC)c1C,1,-0.1,0.0,-9
Cc1c(Br)c([N+](=O)[O-])nn1CC(=O)NCC12CC3CC(CC(C3)C1)C2,5,0.0,-0.4,0
COCCOc1nc2ccc(C)cc2cc1CNCc1csc(C)n1,-3,-0.1,-0.5,-9
Cc1cccc(OCc2nc(-c3ccc(NC(=O)c4cccnc4)cc3)no2)c1C,-7,0.1,0.4,6
CCOC(=O)N1CCN(C(=O)c2ccc3c(c2)NC(=O)C(CSCc2ccccc2F)N3)CC1 (stereo not drawn),-3,-0.2,-1.2,6
Cc1cccc(OC2CCN(Cc3c(C(=O)N4CCCC4)nc4ccccn34)CC2)c1,-2,-0.1,-1.3,-8
COC(=O)C(CSCc1ccccc1)NC(=O)CC1(CC(=O)O)CCCC1 (stereo not drawn),-5,0.1,-0.5,0
CC1=NN(c2ccccc2)C(=O)C1/C=C1\C(=O)NC(=O)N(c2ccc3c(c2)OCO3)C1=O (stereo not drawn),0,0.2,0.7,4
N#CCNC(=O)c1ccccc1Br,-8,-0.1,-0.8,2
CN1CCN(C(=O)c2ccccc2NC(=O)Nc2ccc(Cl)cc2)CC1,-12,-0.1,3.2,3
CCC1C2CN(C(C)=O)CC=C2C(C#N)=C(N)C1(C#N)C#N (stereo not drawn),0,0.9,-0.7,19
CC1(C)CC(NC(=O)c2cccc(OC3CCN(C4CCCC4)CC3)c2)CCO1 (stereo not drawn),-8,0.4,-1.2,4
c1cn(CCCNc2ncnc3sc4c(c23)CCCCC4)cn1,-6,-0.2,-0.1,-1
O=C(Nc1nc(-c2cc3ccccc3o2)cs1)c1cc2ccccc2oc1=O,0,0.0,21*,7
O=C(c1ccc(N2CCCC2=O)cc1)N1CCc2nnc(Cc3ccccc3)n2CC1,1,0.0,-0.1,2
O=C(c1cccc(Cl)c1)N1CCN(c2ccc([N+](=O)[O-])cc2)CC1,8,-0.3,1.9,0
Cc1ccc(NC(=O)/C(C#N)=C\c2ccccc2)cc1C,3,0.0,0.0,3
COc1ccc(/C=N/Nc2nc(=O)[nH]nc2C)cc1,-3,-0.1,-8.4,28
Cc1cc(C)c2c(c1)[nH]c1n[nH]c(=S)nc12,-3,0.0,1.1,3
C=C(C)C1CC=C(C)C(OC(=O)c2ccccc2C(=O)O)C1 (stereo not drawn),-1,0.0,-1.4,5
COC(=O)COc1ccc(S(=O)(=O)Nc2cccc(Br)c2)cc1C,-1,0.1,2.3,11
Nn1c(SCC(=O)Nc2cc(Cl)ccc2Cl)nnc1-c1cccs1,-4,-0.1,0.9,-6
O=C(CN1C(=O)c2ccccc2C1=O)Nc1cnc(-c2ccccc2)s1,-7,-0.1,-0.5,10
Cc1ccc(/C=N/N2C(=O)C3C4C=CC(CC4)C3C2=O)cc1 (stereo not drawn),-17,-0.1,1.6,-2
Cc1ccc(Cl)cc1N1CCN(C(=O)CN2CCOc3ccccc32)CC1,0,-0.2,0.7,6
C[C@@H](O)CCC[C@H](O)/C=C/[C@H]1[C@H](O)CC(=O)[C@@H]1C/C=C\CCCC(=O)O,.,.,-1.2,6
O=C(/C(=C/c1ccco1)n1nnnc1-c1ccccc1)N1CCN(c2ccccc2)CC1,9,0.2,-1.0,6
N#CCCn1cc(/C=N/O)c(-c2cccc([N+](=O)[O-])c2)n1,-2,-0.2,3.1,-11
O=C(c1cccs1)N1CCN(c2ccc([N+](=O)[O-])c(NCCc3ccccc3)c2)CC1,3,-0.2,2.6,-9
COc1ccccc1COCC(O)CNCC12CC3CC(CC(C3)C1)C2 (stereo not drawn),10,0.7,-0.6,64*
O=C(c1cnsc1)N1CCCC(c2[nH]ncc2-c2ccncc2)C1 (stereo not drawn),3,0.0,1.7,15

# Going on with the list:
SMILES,TEAD-YAP block,FBW7 act,GPR151 activ,MITF primary
Cc1cccc(CN2CCCC(c3ccn[nH]3)C2)n1 (stereo not drawn),5,-0.1,-1.0,6
O=C(Nc1ccc([N+](=O)[O-])cc1)c1ccc(C(=O)N(C2CCCCC2)C2CCCCC2)cc1,9,0.4,1.1,-7
Cc1nc(C(C)NC2CCN(c3ccc(C(=O)NC4CCCC4)cc3)CC2)n[nH]1 (stereo not drawn),0,0.4,-0.3,10
CCN=c1scc(-c2ccco2)n1/N=C/c1ccsc1,-69,0.2,-0.3,34
O=[N+]([O-])c1ccc(NC(=S)Nc2ccc(Cl)cn2)cc1,14,-0.3,4.8,-1
C=CCn1c(N)cc(=O)nc1SC(CC)C(=O)Nc1nc2ccc([N+](=O)[O-])cc2s1 (stereo not drawn),11,0.1,-0.4,13
CCOc1ccc(-n2cnc3ccccc3c2=O)cc1,-44,-0.2,0.2,2
Cc1ccc(N2C(=O)CC(N3CCN(c4ccccc4)CC3)C2=O)cc1 (stereo not drawn),3,0.1,2.2,6
O=C(Cc1cn(-c2ccc(N3CCC(N4CCOCC4)CC3)nn2)c2ccccc12)NCCN1CCOCC1,-16,0.1,-4.9,-11
CCn1c(SCC(=O)Nc2ccccc2N2CCOCC2)nnc1-c1cccs1,2,-0.1,2.0,-7
Cc1cc(-c2nnc(CCC(=O)N3CCCC3c3ccc(F)cc3)o2)no1 (stereo not drawn),-18,0.0,4.4,-15
O=C1CCC(CCC(=O)N2CCC[C@H]2CO)(Cc2ccc3ccccc3c2)N1 (stereo partly drawn),-2,0.0,0.0,10
COc1cccc(-c2ccc(=O)n(CC(=O)Nc3cccnc3)n2)c1,0,0.0,-0.8,13
CC(C)(C)Sc1sccc1S(=O)(=O)C(C)(C)C,-2,-0.2,-0.7,6
COCC(=O)NC(C)c1nc2ccccc2n1Cc1cc(C)ccc1C (stereo not drawn),0,0.8,-1.8,6
C/C(=N/NC(=O)c1ccc2c(c1)OCO2)c1ccc2c(c1)CCCC2,3,-0.1,-1.4,-11
Cc1cccc(CC(=O)Oc2coc(CSc3nc(C)cc(C)n3)cc2=O)c1,-4,-0.5,-0.9,-4
O=C(O)CCC(=O)N1CCc2cc(S(=O)(=O)NCc3ccco3)ccc21,7,1.5,-0.5,8
CN(C)c1ccc(/C=C(\C#N)C(=O)OCC(=O)NCC(F)(F)F)cc1,-5,0.0,2.1,8
NC(=O)c1c(/N=C/c2ccccc2)sc2c1CCCC2,-40,-0.6,-0.1,2
CCC(/C=C1\Sc2cc(Br)ccc2N1CC)=C\c1sc2cc(Br)ccc2[n+]1CC,4,0.1,-0.3,14
COC(=O)c1c(OCCc2ccccn2)cc(=O)n2c1CCN(Cc1ccc(C)cc1)CC2,4,0.1,-0.4,4
CCN1C(=O)CC(c2ccc(OC)c(OC)c2)S(=O)(=O)c2ccccc21 (stereo not drawn),6,0.0,-1.1,3
C[C@@H](O)[C@@H]1NC(=O)[C@H]2CN(C(=O)OCc3ccccc3)CCN2C1=O,7,-0.1,0.4,15
CCc1nnc2n1N=C(c1ccc(Br)cc1)CS2,5,0.2,-1.3,9
CCN1C(=O)CC(C(=O)OC)C12CCN(C/C=C/c1ccc(N(C)C)cc1)CC2 (stereo not drawn),-13,-0.1,-0.7,-1
CCOC(=O)C1=C(C)N=c2s/c(=C\c3cccc([N+](=O)[O-])c3)c(=O)n2C1c1ccc2c(c1)OCO2 (stereo not drawn),-3,0.0,-0.3,-9
N#C/C(=C/c1ccc(C(=O)O)cc1)C(=O)Nc1cccc(Br)c1,-1,0.0,-0.5,-7
Cc1cc(N)nc(Nc2ccc(C(F)(F)F)cc2)n1,-38,0.1,-0.5,12
O=C(CSc1ncc(-c2ccc([N+](=O)[O-])cc2)[nH]1)Nc1ccc(F)cc1,10,0.4,0.0,11
CC1(C)Cc2ccccc2C2=C(C#N)C(=O)C(=O)N21,8,-0.1,0.0,6
CCOc1ccc(OCC)c(S(=O)(=O)Nc2ccc(Br)cc2)c1,0,0.1,0.1,12
c1ccc(CCNc2ncnc3c2cnn3-c2ccccc2)cc1,-68,-0.1,0.6,6
CC(C)CNC(=O)CCC(=O)Nc1cccc([N+](=O)[O-])c1,-4,0.1,1.2,-15
Cc1cc(=O)[nH]c2nc(N)ccc12,-3,0.1,-0.7,16
CN1CCC(=NNC(=O)c2ccccc2)CC1,-50,0.1,-2.0,19
CCOC(=O)c1ccccc1NC(=O)CN(c1ccc(F)c(Cl)c1)S(C)(=O)=O,-15,-0.2,5.2*,0

# 13 entries out of the list, arranged by molecular weight, rising:
SMILES,TEAD-YAP block,FBW7 act,GPR151 activ,MITF primary
Cc1cc(=O)[nH]c2nc(N)ccc12,-3,0.1,-0.7,16
CN1CCC(=NNC(=O)c2ccccc2)CC1,-50,0.1,-2.0,19
CC1(C)Cc2ccccc2C2=C(C#N)C(=O)C(=O)N21,8,-0.1,0.0,6
Cc1cc(N)nc(Nc2ccc(C(F)(F)F)cc2)n1,-38,0.1,-0.5,12
CC(C)CNC(=O)CCC(=O)Nc1cccc([N+](=O)[O-])c1,-4,0.1,1.2,-15
c1ccc(CCNc2ncnc3c2cnn3-c2ccccc2)cc1,-68,-0.1,0.6,6
CCc1nnc2n1N=C(c1ccc(Br)cc1)CS2,5,0.2,-1.3,9
C[C@@H](O)[C@@H]1NC(=O)[C@H]2CN(C(=O)OCc3ccccc3)CCN2C1=O,7,-0.1,0.4,15
O=C(CSc1ncc(-c2ccc([N+](=O)[O-])cc2)[nH]1)Nc1ccc(F)cc1,10,0.4,0.0,11
CCN1C(=O)CC(c2ccc(OC)c(OC)c2)S(=O)(=O)c2ccccc21 (stereo not drawn),6,0.0,-1.1,3
CCOc1ccc(OCC)c(S(=O)(=O)Nc2ccc(Br)cc2)c1,0,0.1,0.1,12
CCOC(=O)c1ccccc1NC(=O)CN(c1ccc(F)c(Cl)c1)S(C)(=O)=O,-15,-0.2,5.2*,0
CCOC(=O)C1=C(C)N=c2s/c(=C\c3cccc([N+](=O)[O-])c3)c(=O)n2C1c1ccc2c(c1)OCO2 (stereo not drawn),-3,0.0,-0.3,-9
